# Tb PFK inh – blocks T. brucei phosphofructokinase. T. brucei PFK, ADP-Glo luminescence. 330,000 compounds, 0.17% hits. Potency, µM (top dose mostly 57.5 µM), for inactives: at the highest dose activity, negative = inhibition, usual class: inhibitors;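 also: potency is read from the fitted curve at half-maximal effect; 0% = uninhibited 1x PFK enzyme wells and -100% = no-enzyme wells; nearly all actives have a fitted effect of over 60% in size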
#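 ADP-Glo luminescence quantified ADP after 45 min at room temperature, with 1.25 nM T. brucei PFK, 0.1 mM ATP and 0.5 mM fructose-6-phosphate in pH 8.0 TEA buffer. qHTS titrations up to 57 µM; curves classified by quality.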
# RORg inh – inhibitors of mouse ROR gamma transcriptional activity; P51450; Drosophila S2 Gal4-RORgamma UAS-luciferase reporter, 20 h; Potency, µM (doses to about 53.6 µM), inactives show top-dose activity change, negative = inhibition, most hits filed as inhibitors; 310,000 compounds, 5.4% hits; AID 2551; also: potency is read from the fitted curve at half-maximal effect; % is scaled to controls: 0 for no effect and ±100 for the full control effect; nearly all actives have a fitted effect of over 60% in size
# Target sequence (P51450 whole entry, looked up, the tested form may be a part): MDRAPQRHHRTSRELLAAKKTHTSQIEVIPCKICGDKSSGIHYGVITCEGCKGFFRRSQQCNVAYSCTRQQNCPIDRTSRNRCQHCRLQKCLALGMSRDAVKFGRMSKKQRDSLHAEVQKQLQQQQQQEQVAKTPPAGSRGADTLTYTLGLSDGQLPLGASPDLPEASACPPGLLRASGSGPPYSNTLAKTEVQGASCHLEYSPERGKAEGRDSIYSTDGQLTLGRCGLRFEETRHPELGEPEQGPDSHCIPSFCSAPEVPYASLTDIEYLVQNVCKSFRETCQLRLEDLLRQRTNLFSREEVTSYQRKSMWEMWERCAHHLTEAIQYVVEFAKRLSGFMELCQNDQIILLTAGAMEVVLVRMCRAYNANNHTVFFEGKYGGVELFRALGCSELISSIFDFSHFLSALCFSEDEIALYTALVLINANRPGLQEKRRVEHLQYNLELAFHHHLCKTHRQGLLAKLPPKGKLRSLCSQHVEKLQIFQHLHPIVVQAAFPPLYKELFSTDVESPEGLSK
#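 Drosophila Schneider cells stably carrying a metallothionein-driven Gal4 DBD–ROR gamma fusion and a UAS-Photinus luciferase reporter were exposed to compound for 1 hr, then induced with copper sulfate (700 uM final) for 20 hr at ambient temperature before luminescence reading.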
# ELG1 genotoxic – inducers of genotoxicity in HEK293T ELG1-luciferase cells; AID 504466; HEK293T ELG1-luciferase reporter, luminescence, 16 h; 330,000 compounds, 1.3% hits; Potency, µM (doses to about 46 µM), inactives show at the top dose activity change, positive = activation, hits mostly activators; also: potency is read from the fitted curve at half-maximal effect; % of control where 0% means no effect; nearly all actives have a fitted effect of over 60% in size
#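 Step 1: seed 2,000 HEK293T ELG1-luciferase cells per well. Step 2: add compound or DMSO, incubate 16 hr at 37 °C. Step 3: ONE-Glo, 30 min at room temperature, read luminescence.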
# KCNH2 3.1 block – KCNH2 3.1 (human) potassium channel inhibition; U2OS KCNH2 3.1, thallium flux FluxOr; stronger effect = lower value; activity change, % (tested at about 1.8 µM); 340,000 compounds, 0.95% hits; AID 720553;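 active = maximum activity change below -70%; inconclusive = maximum activity change from -70% to -50%; inactive = maximum activity change above -50%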;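 also: thallium influx rate constant from kinetic fluorescence after stimulation buffer; % is scaled to controls: 0 for no effect and ±100 for the full control effect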
#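 We transduce U2OS cells with the mutant 3.1 virus, culture them overnight, load FluxOr with Red40 quencher for 45 min, then add stimulation buffer and read kinetically for 2 min to derive a normalized rate constant.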
# Coupling enz – inhibits coupling enzyme system, counter-screen for aldolase hits. coupling enzyme system counterscreen, AmpLite Red fluorescence. activity change, negative = inhibition, % at 58.2 µM, hits read low. 290,000 compounds, 0.67% hits; in the data active = activity change below about -30%; also: % is scaled to controls: 0 for no effect and ±100 for the full control effect
#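 First, compound is pin-transferred into glyceraldehyde-3-phosphate coupling-enzyme reagent at 57.5 uM final and held 10 min at RT. Next, substrate, coupling system and AmpLite Red are added. After 20 min RT, fluorescence (525/598 nm) is read.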
# NPC1 promoter act – activators of NPC1 promoter; AID 485313; Huh7 NPC1 promoter luciferase reporter, 24 h; Potency, µM (titrated, usually from 9.22 µM), without a hit: top-dose activation, usual class: activators; 320,000 compounds, 2.4% hits;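 also: potency is read from the fitted curve at half-maximal effect; % of control where 0% means no effect; nearly all actives have a fitted effect of over 60% in size; reporter is driven by a mutant NPC1 promoter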
#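 Luciferase expression driven by the NPC1 promoter was measured in stably transfected Huh7 cells after a 24 h compound incubation, using a luciferase reagent and a luminescence read.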
# VP16 counter – Gal4-VP16 reporter inhibition counter-screen. Drosophila S2 Gal4-VP16 UAS-luciferase, luminescence, 20 h. Potency, µM (doses to about 53.6 µM), for the others: top-dose activity, negative = inhibition, most hits filed as inhibitors. 310,000 compounds, 3.5% hits;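 also: Gal4-VP16 expression switched on by copper sulfate through the metallothionein promoter; potency is read from the fitted curve at half-maximal effect; % is scaled to controls: 0 for no effect and ±100 for the full control effect; nearly all actives have a fitted effect of over 50% in size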
# Rab9 prom act – Rab9 promoter activation; 320,000 compounds, 2.8% hits; Potency, µM (doses to about 9.22 µM), without a hit: at the highest dose activation, negative = inhibition, most hits filed as activators; Huh7 Rab9 promoter-luciferase reporter, luminescence, 24 h; also: potency is read from the fitted curve at half-maximal effect; % of control where 0% means no effect; nearly all actives have a fitted effect of over 60% in size
#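 Huh7 cells stably carrying a Rab9 promoter-luciferase reporter, 1500 cells per well in OP-MEM I with 10% FBS, treated with compound 24 hours at 37C. Luciferase activity read by luminescence after 10 minutes with Amplite reagent.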
# uPA generation – inhibitors of cell surface uPA generation; cell surface uPA generation assay, qHTS; Potency, µM (highest dose often 38.3 µM), without a hit: at the highest dose activity change, negative = inhibition, hits mostly inhibitors; 330,000 compounds, 0.31% hits; AID 540303; active = well fitted inhibition curve with a large enough effect; inconclusive = small, poorly fitted or top-dose-only effect; inactive = no such curve, though single readings can be large or run the other way; tested in mouse RAW 264.7 cells; also: potency is read from the fitted curve at half-maximal effect; % is scaled to controls: 0 for no effect and ±100 for the full control effect; nearly all actives have a fitted effect of over 55% in size
# Giardia killer – Giardia lamblia killing | Giardia lamblia trophozoite viability | activity change, % at 7.66 µM, hits read low | 340,000 compounds, 0.15% hits; in the data active = activity change below about -80%; inconclusive = between about -30% and that limit;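 also: parasites exposed to compound for two days anaerobically before the ATP read; % is scaled to controls: 0 for no effect and ±100 for the full control effect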
#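 Luminescent ATP signal served as the viability read-out, measured 15-30 min after adding ATP detection reagent to trophozoites that had been incubated with compounds for 48 hrs at 37 deg C anaerobically at 100 cells/well.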
# FLuc modulator – inhibits or activates purified firefly luciferase, miR-21 counter-screen; P08659; purified FLuc, Km substrates, luminescence inhibition; Potency, µM (doses to about 57.5 µM), for inactives: at the highest dose activity change, negative = inhibition, usual class: inhibitors; 360,000 compounds, 6.9% hits; AID 588342;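 also: potency is read from the fitted curve at half-maximal effect; plate controls were vehicle for no effect and reference inhibitor for full effect; nearly all actives have a fitted effect of over 55% in size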
# Target sequence (P08659 whole entry, looked up): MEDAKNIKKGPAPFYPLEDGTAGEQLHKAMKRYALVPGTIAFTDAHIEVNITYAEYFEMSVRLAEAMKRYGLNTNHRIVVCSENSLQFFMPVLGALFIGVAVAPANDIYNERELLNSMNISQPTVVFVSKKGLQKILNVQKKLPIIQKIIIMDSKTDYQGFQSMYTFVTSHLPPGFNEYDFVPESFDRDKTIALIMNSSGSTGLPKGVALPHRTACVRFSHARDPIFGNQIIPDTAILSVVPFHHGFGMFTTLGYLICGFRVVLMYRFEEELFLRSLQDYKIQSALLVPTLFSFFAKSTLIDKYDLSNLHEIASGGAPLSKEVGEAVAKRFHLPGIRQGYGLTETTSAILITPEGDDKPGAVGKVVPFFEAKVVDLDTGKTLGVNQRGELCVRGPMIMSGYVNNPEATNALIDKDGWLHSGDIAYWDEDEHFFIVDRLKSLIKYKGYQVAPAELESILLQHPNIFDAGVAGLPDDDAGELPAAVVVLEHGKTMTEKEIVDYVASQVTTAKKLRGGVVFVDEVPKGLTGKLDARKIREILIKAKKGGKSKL
#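 Purified P. pyralis luciferase, 10 nM final, with Km-level 10 uM D-luciferin and 10 uM ATP in 50 mM Tris acetate pH 7.5, 10 mM Mg acetate, 0.01% Tween-20, 0.05% BSA; 6-point qHTS titration about 60 µM downward; luminescence read.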
# * = called active by the depositor; ? = inconclusive; / = no result given; [ ] = remark or other dose. Unless noted, calls follow the shape of the dose curve; as a rule, active = well fitted curve in the direction sought with a large enough effect; inconclusive = small, poorly fitted or top-dose-only effect, or another doubt; inactive = no such curve, though single readings can be large; an effect the other way counts as inactive or inconclusive. Not a hit list; about 14% have a hit in one of these screens.
nr	canonical_smiles	Tb PFK inh	VP16 counter	ELG1 genotoxic	FLuc modulator	uPA generation	Rab9 prom act	KCNH2 3.1 block	RORg inh	Coupling enz	NPC1 promoter act	Giardia killer
1	COc1ccc(C2C(CN3CCOCC3)C(=O)N2c2ccccc2)cc1 (stereo not given)	0%	-8%[10 µM]	-4%	3%	/	-6%	-13	-12%	3	-4%	-6
2	COCCN(C(=O)COC(=O)Cc1c(C)nc2ccccc2c1C)c1c(N)n(CC(C)C)c(=O)[nH]c1=O	0%	/	1%	/	6%	/	16	/	/	/	-12
3	COC(=O)Cn1c(=O)oc2ccc(C)cc21	-1%	-6%	-1%	3%	0%	2%	8	-2%	-2	-2%	21
4	COc1ccccc1CCc1nnc(CCC(=O)NC(C)Cc2ccsc2)o1 (stereo not given)	-4%	-4%	-1%	-4%	14%	-4%	1	26%	-4	-4%	-6
5	COCCn1c(=O)[nH]c2cc(C(=O)NCCN3CCN(c4ccccc4)CC3)ccc2c1=O	-1%	-5%	2%	2%	5%	-3%	-1	6%	4	0%	11
6	COCCn1nnnc1C(c1ccc2ncccc2c1)N1CCc2ccccc21 (stereo not given)	-5%	4%	-1%	-2%	0%	-3%	7	2%	1	22%	1
7	Cc1ccccc1C(=O)N/N=C1/SCC(=O)N1Cc1ccccc1	1%	2%	1%	1%	2%	-1%	2	-21%	0	-4%	-6
8	CC(C)(C)SCCNC(=O)/C=C/c1cccc([N+](=O)[O-])c1	1%	1%	4%	?	1%	-3%	3	?	-1	2%	-2
9	CSc1ccccc1NC(=O)c1ccc(N2CC3CC(C2)c2cccc(=O)n2C3)c(NC(=O)c2ccncc2)c1 (stereo not given)	-1%	0%	0%	-2%	2%	-2%	-3	2%	-1	-4%	-4
10	O=C(O)CCCCOn1ccnc1	-5%	0%	0%	-1%	1%	0%	-15	2%	0	3%	22
11	CCOc1ccccc1NC(=O)COc1ccc2c(c1)OCO2	-1%	-20%	10%	-56%	-3%	0%	-5	30%	-1	16%	-16
12	O=C(Nc1cccc(-c2cn3cccnc3n2)c1)c1ccco1	4%[0.46 µM]	2%	-3%	?	/	0%	-3	2%	-6	2%	0
13	N#C/C(=C/C=C/c1ccccc1)C(=O)Nc1ccccc1	-8%	3%	-12%	-2%	/	-1%	-2	-7%	0	0%	-6
14	O=C(O)CCC(=O)N1N=C(c2ccccc2)CC1c1ccc2nccnc2c1 (stereo not given)	0%	-9%	3%	-2%	-2%	2%	-4	-27%	0	-1%	-22
15	COC(=O)c1cc(C(=O)OC)n(Cc2ccc(Br)cc2)n1	3%	14%	10%	1%	/	3%	-2	15%	1	0%	-14
16	CCn1nc(C)c(Br)c1-c1nc(CS(=O)(=O)c2ccc(F)cc2)no1	-2%	0%	0%	-3%	-2%	4%	-19	9%	3	-3%	10
17	Cc1ccc(C)c(-n2c(-c3ccc(Br)cc3)csc2=NC(=O)c2ccccc2F)c1	5%	-7%	-10%	1%	-5%	-3%	-5	?	-3	0%	-13
18	CCCNC(=O)c1ccc(CNc2c(N3CCC(C(=O)OCC)CC3)c(=O)c2=O)cc1	2%	-3%	-5%	0%	-1%	0%	-16	-8%	3	-5%	-2
19	O=C(c1cc(Br)c[nH]1)N1CCSCC1	-10%	-5%	1%	1%	0%	0%	11	0%	-1	-7%	-20
20	COc1ccc(C(=O)NC2CCN(CC(=O)Nc3c(C)cccc3C)CC2)cc1OC	-1%	10%	-3%	3%	4%	-4%	-2	6%[1.91 µM]	-1	-2%	-5
21	C/C=C/Cn1c(SCCCc2ccccc2)nc2c1c(=O)[nH]c(=O)n2C	-1%	0%	-2%	-1%	?	1%	-20	25%	2	-1%	14
22	CCN1CCN(C(=O)/C(=C/c2ccco2)NC(=O)c2ccccc2)CC1	-1%	11%	0%	-1%	8%	1%	-32	-21%	-1	2%	7
23	CS(=O)(=O)Nc1ccc(C2=NN(C(=O)c3cccc(F)c3)C(c3cccs3)C2)cc1 (stereo not given)	3%	-5%	-5%	-2%	10%	7%	-27	-26%	0	-4%	11
24	O=C(c1ccccc1F)N(Cc1ccc(F)cc1)C1CCS(=O)(=O)C1 (stereo not given)	0%	16%	0%	1%	-6%	-5%	0	15%	3	1%	5
25	O=C(C1CC1)N1CCc2cc(Br)cc(S(=O)(=O)N3CCN(c4ccccn4)CC3)c21	-5%	22µM*	1%	1%	3%	-1%	2	1%	14	0%	3
26	CCC(C)(C)NC(=O)C(c1ccc(C)o1)N(Cc1ccc2c(c1)OCO2)C(=O)c1snc(C(N)=O)c1N (stereo not given)	-3%	-3%	0%	2%	6%	0%	-1	2%	1	-3%	-20
27	Cc1ccc(OCC(=O)Nc2c(C)ccc3nsnc23)cc1	-6%	-7%	-3%	-8%	3%	-1%	-25	4%	/	-4%	15
28	CCOc1ccc(N(C)S(=O)(=O)c2ccc3[nH]cc(C(=O)NCCCOC)c(=O)c3c2)cc1	1%	-2%	-10%	6%	-6%	-2%[1.84 µM]	-3	?	2	-6%	-2
29	COc1ccc(CCNC(=O)Cn2cnc3scc(-c4ccccc4)c3c2=O)cc1OC	4%	5%	-6%	-1%	-8%	-10%	3	?	3	-5%	3
30	CCOC(=O)c1nn(-c2ccccc2)c(=O)cc1SC(C)C	-2%	-17%	-5%	-1%	/	1%	-72*	28%	4	-5%	4
31	COC(=O)c1cc(OC)c(OC)c(OC)c1NC(=O)c1ccc(S(=O)(=O)N(C)C)cc1	7%	1%	-2%	2%	10%	1%	6	-8%	3	7%	3
32	O=C(CN(Cc1ccco1)C(=O)CNS(=O)(=O)c1ccc(F)cc1)NCc1ccc(F)cc1	15%	10%	-3%	2%[2.3 µM]	0%	-4%	-31	4%	3	0%	26
33	C/C(O)=c1/ccc2cccc3nc(C)nc1c23	3%	-11%	-3%	0%	-7%	-11%	-2	?	-14	-9%	-5
34	O=C(N=C1SC2CS(=O)(=O)CC2N1Cc1ccccc1)C1CCCO1 (stereo not given)	2%	1%	0%	-1%	0%	-5%	4	2%	4	0%	22
35	CCNc1nc(OC)nc(Oc2ccc(C(=O)OC)cc2)n1	2%	-2%	2%	2%	3%	9%	-11	16%	0	-4%	16
36	O=c1[nH]cnc2scc(-c3ccc(Br)cc3)c12	-1%	2%	-2%	-12%	-5%	9%	-1	-7%	0	0%	-15
37	CCOC(=O)c1c2c([nH]c(=S)c1C#N)CCCC2	-13%	-1%	0%	-1%	0%	-1%	0	-19%	0	-1%	-8
38	Cc1cccc(-n2c(=O)[nH]c3c(C(N)=O)nc(CC(C)C)nc32)c1	0%	-4%	3%	1%	1%	1%	-1	-8%	2	-6%	-3
39	Cc1cc(C)n2nc(SC3CCCCN(C(=O)c4ccc(F)cc4)C3=O)nc2n1 (stereo not given)	5%	-3%	2%	1%	2%	7%	7	11%	-4	2%	-13
40	COC(=O)c1cc(S(=O)(=O)N2CCCCC2)c[nH]1	1%	-2%	0%[9.26 µM]	-1%	6%	-4%	-6	-12%	1	-1%	-17
41	O=c1[nH]c(N2CCc3ccccc32)nc2c1CCCC2	1%	1%	-3%	1%	2%	17%	-3	7%	2	11%	14
42	COC(=O)c1sc(S(=O)(=O)N2CC(C)OC(C)C2)c(C(=O)OC)c1C (stereo not given)	29%	/	-4%	-5%	4%	-3%	1	/	/	-2%	-17
43	O=C(Nc1cccc(NC(=O)c2cccs2)c1)c1ccc(Br)o1	-11%	-1%	-1%	24µM*	3%	4%	2	3%	-2	-1%	11
44	O=C(c1ccc(F)cc1)N1CCN(C2CC3CCC2C3)CC1 (stereo not given)	1%	-5%	2%	-1%	/	4%	-17	3%[10 µM]	4	-4%	9
45	O=C(N/N=C/c1cc(Cl)c(O)c(Cl)c1)c1cc2c(ccc3ccccc32)o1	-24%	-14%	-6%	2.1µM*	-21%	12%	-5	-3%	7	10%	-9
46	CC(C)/C=C/CN1CCCC(N2CCN(c3cccc(Cl)c3)CC2)C1 (stereo not given)	-5%	9%	-3%	4%	5%	0%	-22	-14%	3	8%	15
47	O=C(CSc1ccc(F)cc1)Nc1cccc(S(=O)(=O)N2CCOCC2)c1	?	/	-4%	/	-7%	/	-5	/	/	/	8
48	COc1ccccc1NC(=O)c1cc(Cl)nnc1Cl	-8%	13%	-19%	-4%	-13%	?	5	?	2	-11%	-2

# Screens from PubChem.
